PABP1 MLLE inh – blocks PAM2 peptide binding to the PABP1 MLLE domain. GST-MLLE / FITC-PAM2 fluorescence polarization. inhibition, % at 20 µM. 360,000 tested, 0.36% active. AID 588489; in the data active = inhibition above about 35%, passing the limit was not always enough;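 note: plate controls were DMSO wells with GST-MLLE for no effect and wells lacking GST-MLLE protein for full effect; some results filed as inactive read as strong as hits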
NadD block – NadD (S. aureus) enzyme inhibition. purified NadD enzyme, colorimetric absorbance read-out. inhibition, % at 20 µM. 360,000 tested, 0.78% active. AID 602399; in the data active = inhibition above about 26%; note: some compounds past the cut are filed as inactive
Rpn11 block – Rpn11 (human) deubiquitinase inhibition | calls only at 20 µM | AID 588493 | 360,000 tested, 0.59% active | human 26S proteasome, Ub4-pepOG fluorescence polarization; 20S core pre-blocked with epoxomicin | O00487;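 active = inhibition at 20 µM, scaled to each plate's controls, above about 33%, limit read from the data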
Target sequence (O00487 whole entry, looked up): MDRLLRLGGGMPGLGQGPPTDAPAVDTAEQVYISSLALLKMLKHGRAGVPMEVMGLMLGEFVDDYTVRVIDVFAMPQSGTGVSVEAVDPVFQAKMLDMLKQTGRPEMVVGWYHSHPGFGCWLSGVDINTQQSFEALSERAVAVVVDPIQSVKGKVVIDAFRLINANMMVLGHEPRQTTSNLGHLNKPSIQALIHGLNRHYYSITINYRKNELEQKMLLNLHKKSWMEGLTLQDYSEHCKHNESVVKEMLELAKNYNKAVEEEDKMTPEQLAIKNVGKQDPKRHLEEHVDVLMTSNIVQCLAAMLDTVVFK
FAS-TE inh – inhibitors of human fatty acid synthase thioesterase domain; P49327; recombinant FAS-TE, OMFH fluorogenic substrate, fluorescence endpoint; inhibition, % at 15 µM; 360,000 tested, 0.67% active; AID 602261;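 active = compounds whose normalised, plate-corrected inhibition of enzyme fluorescence in the single-dose primary screen is 50% or more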;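 note: 0% = DMSO with enzyme and 100% = substrate without enzyme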
CSN inh – inhibitors of human CSN-mediated cullin deneddylation; Q92905; Purified CSN, SCF-Nedd8-OG deneddylation, fluorescence polarization; inhibition, % at 12.5 µM; 360,000 tested, 0.38% active; AID 651999;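 active = pattern-corrected inhibition above about 35%, with an unprinted fluorescence ratio check between 0.5 and 1.5, limit read from the data, passing the limit was not always enough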;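 note: 0% = enzyme with substrate and 100% = substrate without enzyme; some results filed as inactive read as strong as hits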
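Assay system: Purified human Csn5 enzyme expressed in HEK293T cells | Amount: Enzyme 0.24 nM | Measured by: Fluorescence polarization readout | Medium: Tris/NaCl/DTT buffer, pH 7.5 | Compound dosing: One concentration, 12.5 µM, 0.25% DMSO | Times: 90 min incubation of compound, enzyme and substrate at room temperature | Control set: no-enzyme wells high, enzyme-with-substrate wells low | Read-out: % inhibition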
Rin1-Abl PPI inh – human Rin1-Abl interaction inhibition; P00519+Q13671; TR-FRET Rin1/Abl binding, biochemical; inhibition, % at 7.35 µM; 360,000 tested, 0.4% active; AID 588664; in the data active = inhibition above about 5%, passing the limit was not always enough
MT1-MMP act inh – blocks activation of human MT1-MMP; P50281; AID 651647; HT1080 RFP-PRO-GFP cells, GFP/RFP ratio fluorescence, overnight; percent of plate control window, DMSO zero; 360,000 tested, 0.061% active; GFP/RFP ratio change, % at 20 µM;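 active = GFP/RFP ratio change of at least 30% with cell ATP level not reduced by more than half and red fluorescence within 50% of control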; note: strong numbers were not always called active
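Assay system: HT1080 cells carrying an RFP-PRO-GFP reporter | Dosing: Single dose of 20 µM compound, 1% DMSO final | Incubation: Cells overnight before dosing, compound overnight, 37 °C, 5% CO2 | Evaluation: GFP/RFP fluorescence ratio | Control set: DMSO and RFP-L50D-GFP cell wells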
Neddylation inh – blocks human cullin neddylation. TR-FRET cullin neddylation, biochemical. calls only at 25 µM. 360,000 tested, 0.58% active. AID 651699; in the data active = inhibition above about 36%
Target sequence (P61081 whole entry, looked up): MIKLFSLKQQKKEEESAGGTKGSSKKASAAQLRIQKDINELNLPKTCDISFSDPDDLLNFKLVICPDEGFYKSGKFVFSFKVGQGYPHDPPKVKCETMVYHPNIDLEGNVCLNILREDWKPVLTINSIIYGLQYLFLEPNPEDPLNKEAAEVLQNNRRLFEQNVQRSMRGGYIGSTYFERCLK
Target sequence (Q13564 whole entry, looked up): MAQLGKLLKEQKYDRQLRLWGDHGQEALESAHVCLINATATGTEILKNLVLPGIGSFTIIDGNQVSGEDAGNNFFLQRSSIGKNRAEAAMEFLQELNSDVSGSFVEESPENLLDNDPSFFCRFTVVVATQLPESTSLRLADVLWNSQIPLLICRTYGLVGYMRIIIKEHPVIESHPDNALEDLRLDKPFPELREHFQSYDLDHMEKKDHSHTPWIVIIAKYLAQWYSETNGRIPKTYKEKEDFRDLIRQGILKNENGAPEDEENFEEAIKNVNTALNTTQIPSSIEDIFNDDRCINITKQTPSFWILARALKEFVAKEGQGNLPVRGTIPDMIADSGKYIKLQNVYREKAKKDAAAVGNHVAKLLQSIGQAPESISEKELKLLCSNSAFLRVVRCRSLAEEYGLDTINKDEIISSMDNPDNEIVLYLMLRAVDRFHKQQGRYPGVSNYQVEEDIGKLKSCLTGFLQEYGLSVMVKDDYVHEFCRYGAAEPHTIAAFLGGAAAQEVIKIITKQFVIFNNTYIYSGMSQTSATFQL
SKN-1 inh – inhibitors of C. elegans SKN-1 | inhibition, % at 21.8 µM | C. elegans VP596 Pgst-4::GFP/RFP ratio, acrylamide-induced, 24 h | 360,000 tested, 0.49% active | AID 624304;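 active = interference check ratio from 0.5 to 1.5 plus GFP to RFP signal ratio inhibition reaching or exceeding a fixed threshold, cut at about 30% in these data, passing the limit was not always enough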; note: some compounds called inactive have numbers as strong as hits
* hit, by the source's call; i = inactive; nt = no result given; + = active, no number.

Preview (4 entries):
SMILES	PABP1 MLLE inh	NadD block	Rpn11 block	FAS-TE inh	CSN inh	Rin1-Abl PPI inh	MT1-MMP act inh	Neddylation inh	SKN-1 inh
Cc1ccc(-n2c(-c3ccco3)nc3nc4ccccc4nc32)cc1F	-34	2	i	-4	30	5	-46	i	8
N#Cc1nc(-c2ccco2)oc1NCc1ccccc1Cl	-21	-10	i	8	-8	1	8	+	7
Cc1cc(C(=O)COC(=O)c2ccccc2O)c(C)n1Cc1cccs1	-5	0	i	30	0	0	12	i	7
O=C(c1ccco1)N1CCN(CC(=O)N2c3ccccc3CCc3ccccc32)CC1	-8	4	i	-2	5	3	11	i	10

This part in full (from the top)
SMILES	PABP1 MLLE inh	NadD block	Rpn11 block	FAS-TE inh	CSN inh	Rin1-Abl PPI inh	MT1-MMP act inh	Neddylation inh	SKN-1 inh
Cc1ccc(-n2c(-c3ccco3)nc3nc4ccccc4nc32)cc1F	-34	2	i	-4	30	5	-46	i	8
N#Cc1nc(-c2ccco2)oc1NCc1ccccc1Cl	-21	-10	i	8	-8	1	8	+	7
Cc1cc(C(=O)COC(=O)c2ccccc2O)c(C)n1Cc1cccs1	-5	0	i	30	0	0	12	i	7
O=C(c1ccco1)N1CCN(CC(=O)N2c3ccccc3CCc3ccccc32)CC1	-8	4	i	-2	5	3	11	i	10
O=C(NC1CCCCC1)c1cc([N+](=O)[O-])[nH]n1	6	-5	i	-9	0	-1	0	i	0
COc1ccc2nc(NC(=O)C3CCN(S(=O)(=O)c4cccc5nsnc45)CC3)sc2c1	-9	41*	i	47	1	-1	9	i	-20
Cc1ccsc1C(=O)N1CCCC(CO)(Cc2ccccc2)C1 (stereo unspecified)	8	-4	i	0	2	0	0	i	5
O=C(COC(=O)c1cncc(Br)c1)NC1CCCC1	-2	-1	i	5	-4	5	0	i	-8
NNC(=O)C1CC(O)CN1S(=O)(=O)c1ccc2ccccc2c1 (stereo unspecified)	6	4	i	-6	-7	0	2	i	6
CCn1cc(CCC(=O)NCc2ccccc2OC)c2ccccc21	-1	0	i	0	1	3	-5	i	-19
O=C(CNS(=O)(=O)c1cccc2nonc12)NCc1ccc(F)cc1	25	-5	i	-9	-5	-3	1	i	21
COc1ccc(CCNC(=O)C(C)Sc2ccc(C)cc2)cc1OC (stereo unspecified)	-4	-5	i	1	-1	0	6	i	7
NC(=O)c1nsc(C(=O)N(c2ccc(Cl)cc2)C(C(=O)NCC2CCCO2)c2cccs2)c1N (stereo unspecified)	-4	0	i	5	0	1	-3	nt	14
CN(C)S(=O)(=O)c1ccc(C(=O)N2CCN(S(=O)(=O)c3ccc4c(c3)OCCO4)CC2)cc1	-13	7	i	-3	3	0	8	i	0
Cc1cc(C)cc(N(CC(=O)NCc2ccco2)C(=O)CCC(=O)Nc2nccs2)c1	2	1	i	-1	-1	2	-4	i	16
CC[N+](CC)(CC)CCOc1cccc(OCC[N+](CC)(CC)CC)c1OCC[N+](CC)(CC)CC	-156	20	i	-3	-1	-2	-2	i	7
COc1ccc(C(=O)SC2=NCCS2)cc1	8	-5	i	-1	6	3	5	i	6
CSc1ccc(Cl)c(C(=O)OCC(=O)Nc2ccccc2OC(F)F)c1	-3	-7	i	26	-4	-3	2	i	13
CC(C)(C)OC(=O)CNC(=O)c1[nH]cnc1C(=O)N[C@@H](Cc1ccccc1)C(=O)OC(C)(C)C	-2	5	i	16	-3	1	-2	i	-3
N#Cc1c(N(CCO)CCO)nc(N)c2c(N)nc3c(c12)CC(=O)N3CC1CCCO1 (stereo unspecified)	15	-18	i	-5	12	-4	-2	nt	-4
Cc1ccsc1C(=O)N1CCC(CO)(Cc2ccccc2)CC1	0	-5	i	-4	1	-4	-1	i	2
Cc1ccc(OCCOC(=O)c2c(-c3ccccc3)noc2C)cc1	10	-6	i	22	1	3	1	i	21
O=C(COC(=O)c1ccc(O)cc1O)c1ccc(Cl)cc1	0	-11	i	9	3	1	-6	i	-3
O=C(NCc1ccccc1)C1c2ccccc2OCC(=O)N1CCc1c[nH]c2ccccc12 (stereo unspecified)	nt	2	nt	-2	-4	nt	1	i	1
CC1C(C#N)=C(N)OC2=C1C(=O)CCC2 (stereo unspecified)	10	-1	i	1	-2	2	5	i	1
CCCn1c(N)c(C(=O)CSc2nnc(Cc3ccccc3)o2)c(=O)n(C)c1=O	-13	-6	i	-6	1	2	-2	i	18
CCCC(=N)C1=C(O)CC(CC(C)SCC)CC1=O (stereo unspecified)	-4	2	i	-9	4	0	0	i	3
CC(=O)Oc1cc2c3c(c1)/C(=C1/SC(=S)NC1=O)C(=O)N3C(C)(C)C=C2C	26	15	i	18	-2	0	9	i	22
O=C(CSc1nc2ccccc2[nH]1)N/N=C/c1ccncc1	-9	7	i	-4	0	0	0	i	3
CN(C)S(=O)(=O)N1CCN(c2ccc([N+](=O)[O-])c(N3CCCCC3)c2)CC1	-14	-1	i	16	3	-2	4	i	7
Cc1c(N)cc[n+](CC(=O)c2ccccc2)c1C	0	5	i	-5	-1	1	3	i	7
Cc1ccc2oc(=O)c3cnn(CC(=O)N(CCCN4CCOCC4)Cc4ccco4)c3c2c1	-27	-1	i	-3	2	2	1	i	-16
COc1ccc(CCNC(=O)Cc2cccs2)cc1OC	-4	-1	i	-2	-9	2	-2	i	9
C[C@H]1CNC(=O)c2c(C(=O)Nc3ccc(CNC(=O)OC(C)(C)C)cc3)ncn21	-12	8	i	1	3	-1	-1	i	4
Cc1oc2ccc(O)c(CN3CCOCC3)c2c1C(=O)c1ccc(Cl)cc1	-10	8	i	8	-3	-2	-3	i	-6
Cc1cc(Br)ccc1NC(=O)CN(C)C(=O)c1ccc(-n2cncn2)c([N+](=O)[O-])c1	-82	9	i	5	1	1	-1	i	-13
O=C(CCCn1c(=S)[nH]c2cc3c(cc2c1=O)OCO3)N1CCN(c2ccccc2F)CC1	-44	11	i	19	-5	3	2	i	24
O=C(COC(=O)c1cnccn1)Nc1ccccc1-c1ccccc1	3	2	i	-4	0	1	6	i	3
CCc1ccc(NC(=O)c2noc(C(C)C)c2[N+](=O)[O-])cc1	-12	-8	i	16	-1	1	7	i	8
COc1cc2[nH]c(=S)nc(NCCc3ccc(S(N)(=O)=O)cc3)c2cc1OC	-72	3	i	-1	2	-1	2	i	1
COc1nc(OC)nc(N2CCC(C(=O)NCC3CCCCC3)CC2)n1	-4	2	i	-4	2	-3	2	i	-10
COc1ccccc1C/C(N)=N/OC(=O)COc1cccc(C)c1	-5	-8	i	2	-3	-1	3	i	-4
C#CCN1C=CC(=O)[C@@H](OC(=O)Nc2ccccc2Br)[C@H]1c1ccccc1Br	-9	0	i	10	2	-3	-5	i	1
Cc1ccc(S(=O)(=O)N2CCOCC2)cc1NCC(=O)Nc1ccc(OC(F)(F)F)cc1	-32	-7	i	-14	-3	-2	3	i	1
COc1ccccc1N(CC(=O)Nc1cccc(C(F)(F)F)c1)S(C)(=O)=O	-1	-4	i	2	2	0	-2	i	0

Looked up above.
MT1-MMP act inh with NNC(=O)C1CC(O)CN1S(=O)(=O)c1ccc2ccccc2c1 (stereo unspecified) reads 2
NadD block with COc1ccc(CCNC(=O)C(C)Sc2ccc(C)cc2)cc1OC (stereo unspecified) reads -5
MT1-MMP act inh with CSc1ccc(Cl)c(C(=O)OCC(=O)Nc2ccccc2OC(F)F)c1 reads 2
Rin1-Abl PPI inh with CC[N+](CC)(CC)CCOc1cccc(OCC[N+](CC)(CC)CC)c1OCC[N+](CC)(CC)CC reads -2
CSN inh with N#Cc1c(N(CCO)CCO)nc(N)c2c(N)nc3c(c12)CC(=O)N3CC1CCCO1 (stereo unspecified) reads 12

(more compounds)
SMILES	PABP1 MLLE inh	NadD block	Rpn11 block	FAS-TE inh	CSN inh	Rin1-Abl PPI inh	MT1-MMP act inh	Neddylation inh	SKN-1 inh
Cc1cccc(NC(=O)c2ccc(S(=O)(=O)N3CCCCC3)cc2)n1	5	-2	i	5	-5	-3	0	i	6
CCN(CC)S(=O)(=O)c1ccc2nc(SC)sc2c1	-4	-5	i	2	-2	3	6	i	7
O=C(NCc1ccccn1)C1CCN(Cc2cccc(OCc3ccccc3)c2)CC1	7	-2	i	-13	-2	1	2	i	5
O=C(NCCc1ccc(OC(F)F)cc1)C1CC(=O)N(c2ccc3c(c2)OCCO3)C1 (stereo unspecified)	-15	-4	i	-3	-4	6	-4	i	-1
Cn1c(=O)oc2cc(S(=O)(=O)CCC(=O)NCCc3ccccc3)ccc21	10	0	i	0	-2	2	5	i	1
c1ccc(CCc2nn3c(C4COc5ccccc5O4)nnc3s2)cc1 (stereo unspecified)	33	2	i	13	-2	4	-1	i	3
NS(=O)(=O)c1ccc(CCNC(=O)c2ccc(Cn3c(=O)[nH]c4ccccc4c3=O)cc2)cc1	-9	0	i	-2	-6	3	0	i	-11
CSc1nc(SCC(=O)O)c2sc3nc(-c4ccccc4)c4c(c3c2n1)CCC4	10	28*	i	40	64*	-31	3	i	-6
CN(C)c1ccc(C(=O)OCC#CCSc2nnc(-c3cccc4ccccc34)o2)cc1	-119	-4	i	21	-1	1	0	i	1
CCOC(=O)c1ccc(-n2c(=O)[nH]c3ccccc3c2=O)cc1	-7	-1	i	-12	4	-2	3	i	-1
CCS(=O)(=O)c1ccc(N=Nc2ccc(O)c3ncccc23)c(OC)c1	-46	17	+	0	-4	7	10	i	6
CCN(CC(=O)Nc1ccc([N+](=O)[O-])cc1OC)CC(=O)NC(C)(C)C	7	2	i	-2	-1	0	1	i	2
COc1ccc(CCN2C(=O)CSC2c2ccc(F)cc2)cc1 (stereo unspecified)	-2	-8	i	-2	0	-2	0	i	4
COc1ccc(-c2nnc(SCc3nnc(-c4ccc(Cl)cc4)o3)n2-c2ccccc2)cc1	-72	-2	i	17	9	2	8	i	-9
CC(=O)c1cccc(NS(=O)(=O)c2csc(C(N)=O)c2)c1	-8	-5	i	-2	-4	5	5	i	-16
CCCCNC(=O)C1(C)CCCCN1C(=O)c1cc(OC)ccc1Br (stereo unspecified)	5	2	i	-8	4	0	0	i	19

One compound at a time, from the list above. Order of screens: PABP1 MLLE inh | NadD block | Rpn11 block | FAS-TE inh | CSN inh | Rin1-Abl PPI inh | MT1-MMP act inh | Neddylation inh | SKN-1 inh
c1ccc(CCc2nn3c(C4COc5ccccc5O4)nnc3s2)cc1 (stereo unspecified) in the list: 33 | 2 | i | 13 | -2 | 4 | -1 | i | 3
CC(=O)c1cccc(NS(=O)(=O)c2csc(C(N)=O)c2)c1 in the list: -8 | -5 | i | -2 | -4 | 5 | 5 | i | -16
CCN(CC)S(=O)(=O)c1ccc2nc(SC)sc2c1 in the list: -4 | -5 | i | 2 | -2 | 3 | 6 | i | 7

Source: PubChem
